Compound activity (PubChem BioAssay)
IMPase Li cell: cell-permeable IMPase inhibitors with lithium potentiation; CHO-M1 cells, IP1 TR-FRET (IP-One), carbachol + lithium; Potency, µM (highest dose often 59.4 µM), for inactives: at the highest dose activity, negative = IMPase inhibition, most hits filed as inhibitors; 0.35% of 210,000 active; AID 1457;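 further: IP1 builds up when IMPase is blocked and the TR-FRET signal falls; potency means the concentration at half of the fitted maximal effect; plate controls were basal vehicle for no effect and high inhibitor control for full effect; nearly all actives have a fitted effect of over 50% in size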
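Lithium-sensitised IP1 accumulation assay; M1-expressing CHO cells treated 30 min at 37C with compound. Competitive antibody detection by time-resolved FRET followed a 10 min room-temperature lysis step.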
aGal spleen mod: alpha-galactosidase A (human) modulation. P06280. human spleen homogenate, 4MU-alpha-Gal fluorescence, 40 min. Potency, µM (top dose mostly 80 µM), for inactives: top-dose activity change, negative = inhibition, usual class: inhibitors. 0.008% of 240,000 active. AID 2107;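 further: potency means the concentration at half of the fitted maximal effect; 0% = enzyme with vehicle and -100% = no enzyme basal signal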
Target sequence (P06280 32-429 limits assumed): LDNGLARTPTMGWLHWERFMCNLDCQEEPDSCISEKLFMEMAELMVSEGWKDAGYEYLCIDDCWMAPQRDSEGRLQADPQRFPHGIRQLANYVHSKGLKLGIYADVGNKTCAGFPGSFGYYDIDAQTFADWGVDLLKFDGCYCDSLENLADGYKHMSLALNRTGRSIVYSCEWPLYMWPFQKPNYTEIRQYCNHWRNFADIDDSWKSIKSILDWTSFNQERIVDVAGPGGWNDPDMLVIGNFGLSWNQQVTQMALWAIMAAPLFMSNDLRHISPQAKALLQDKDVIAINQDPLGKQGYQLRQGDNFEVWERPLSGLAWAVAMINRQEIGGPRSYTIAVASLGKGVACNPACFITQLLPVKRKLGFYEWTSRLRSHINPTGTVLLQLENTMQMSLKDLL
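Human spleen homogenate (1 ug) was the enzyme source, with 4-methylumbelliferyl-alpha-D-galactopyranoside (1 mM final) in pH 5.0 citrate buffer with 0.01% Tween-20. Compounds were titrated; after 40 min at 37C, NaOH/glycine stop, 4-MU fluorescence read; AC50 from Hill fits.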
NPSR antagonist: neuropeptide S receptor (human) antagonism, cAMP. CHO-NPSR cells, cAMP TR-FRET, antagonist mode. Potency, µM (top dose mostly 38.3 µM), inactives show at the highest dose activity change, negative = inhibition, usual class: inhibitors. Q6W5P4. 1% of 220,000 active; further: potency means the concentration at half of the fitted maximal effect; on the % scale 0 is the no-effect control and ±100 the full control effect; nearly all actives have a fitted effect of over 50% in size; many of its hits are not listed in these tables
Target sequence (Q6W5P4 whole entry, looked up): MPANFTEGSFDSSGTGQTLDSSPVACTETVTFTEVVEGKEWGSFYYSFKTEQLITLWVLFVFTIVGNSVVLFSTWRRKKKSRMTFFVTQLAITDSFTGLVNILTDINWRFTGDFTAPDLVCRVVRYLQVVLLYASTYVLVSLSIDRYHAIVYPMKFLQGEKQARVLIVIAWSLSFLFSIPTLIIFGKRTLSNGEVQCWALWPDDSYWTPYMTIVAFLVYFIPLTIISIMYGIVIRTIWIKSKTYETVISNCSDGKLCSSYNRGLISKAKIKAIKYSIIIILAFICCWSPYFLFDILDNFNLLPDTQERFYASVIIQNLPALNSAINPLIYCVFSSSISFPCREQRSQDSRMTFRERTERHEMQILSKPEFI
CBFb RUNX1 block: blocks binding between human CBF-beta and RUNX1 | AlphaScreen CBFb-His/RUNX1-biotin binding, biochemical | Q01196+Q13951 | AID 1477 | Potency, µM (highest dose often 59.8 µM), without a hit: top-dose activity, negative = inhibition, usual class: inhibitors | 230,000 tested, under 10 active; further: % of control where 0% means no effect
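Read-out: AlphaScreen. Format: His-CBF-beta with biotinylated RUNX1 (30 nM each) preincubated 20 min, compound 15 min, Ni-chelate plus streptavidin beads 90 min; room temperature throughout.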
Epigenetic reg: epigenetic control regulation, reporter derepression; murine LDR cells, GFP reporter derepression, 30 h; 0.2% of 280,000 active; Potency, µM (highest dose often 53.9 µM), inactives show at the top dose GFP activation, most hits filed as activators; AID 1865; further: potency means the concentration at half of the fitted maximal effect; % of control where 0% means no effect; nearly all actives have a fitted effect of over 60% in size
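Murine LDR cells carrying a silenced, genomically integrated CMV-driven GFP reporter were exposed to compound for 30 hours at 37 C. After PBS washes, GFP-positive cells (20–120 um objects) were counted by laser-scanning microplate cytometry.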
Luc counter: blocks Kinase-Glo luciferase, a counter-screen artifact. Q27757. Kinase-Glo luciferase, ATP luminescence, 8 min. Potency, µM (highest dose often 38.3 µM), without a hit: top-dose activity change, negative = inhibition, usual class: inhibitors. 0.28% of 200,000 active. AID 1379; further: potency means the concentration at half of the fitted maximal effect; on the % scale 0 is the no-effect control and ±100 the full control effect; nearly all actives have a fitted effect of over 60% in size
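Compounds were added to a substrate mix at pH 7.2 (50 mM imidazole, 10 uM ATP, within the enzyme's linear range), followed by Kinase-Glo detection reagent; luminescence was measured after 8 minutes at ambient temperature.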
LMNA splice mod: changes lamin A minigene splicing in HeLa cells | HeLa LMNA splicing GFP/RFP minigene ratio, 48 h | 0.01% of 200,000 active | Potency, µM (titrated, usually from 46.1 µM), for inactives: at the top dose ratio change, negative = inhibition, actives largely listed as inhibitors; active means well fitted inhibition curve with a large enough effect in the signal ratio, with a control signal flat, not every such curve was filed as active; inconclusive means small, poorly fitted or top-dose-only effect, or effect the other way, or a change in a side signal; the % refers to the signal ratio; further: potency means the concentration at half of the fitted maximal effect; on the % scale 0 is the no-effect control and ±100 the full control effect
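S3 HeLa cells stably expressing lamin A-EGFP splicing minigene plus DsRed2, 600 cells/well, 48 h compound exposure at 37C. Laser-scanning cytometry; analysed as GFP (500-530 nm)/RFP (575-640 nm) total intensity ratio; 0.5% DMSO vehicle.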
Active calls of the source: *; ? = inconclusive; . = no result given; & = joins results of further samples; [ ] = dose if it differs, or a comment. Unless noted, the call rests on the fitted dose curve; in most records, active means well fitted curve in the direction sought with a large enough effect; inconclusive means small, poorly fitted or top-dose-only effect, or another doubt; inactive means no such curve, though single readings can be large; an effect the other way counts as inactive or inconclusive. The list is partial, so the mix of outcomes need not match the whole.

| Structure | NPSR antagonist | Luc counter | IMPase Li cell | aGal spleen mod | CBFb RUNX1 block | Epigenetic reg | LMNA splice mod |
| --- | --- | --- | --- | --- | --- | --- | --- |
| Cc1cccc(N2CCN(Cc3cc(=O)n4ccsc4n3)CC2)c1C | -8%[46.1 µM] | -2% | 3%[38.3 µM] | 1% | 2% | -1.2% | -2% |
| Cc1ccc(S(=O)(=O)Nc2ccc(NC(=O)CN3CCCCC3)c(Cl)c2)cc1 | -17%[46.1 µM] | -4% | 40%[activator][38.3 µM] | 24% | -3% | 1.9% | -21% |
| O=C(CCN1CCN(C/C=C/c2ccccc2)CC1)Nc1ccc(Cl)cc1 | -3% | 0% | 7% | -19% | -1% | 0.0% | ? |
| CC/C=C\C/C=C\C/C=C\C/C=C\C/C=C\CCC(=O)O[C@H](COCCCCCCCCCCCCCCCC)COP(=O)([O-])OCC[N+](C)(C)C | . | -2% | -4% | 3% | 4% | -1.1% | . |
| O=C(NNC(=S)Nc1ccc(OC(F)F)cc1)c1cc2c(s1)CCCC2 | 20% | -1% | -7% | -2% | -1% | 0.0% | ? |
| CC(OC(=O)c1cccn1C)C(=O)Nc1ccc2c(c1)OCO2 (centres undefined) | 2% | -2% | 12% | -6% | ? | 2.3% | 4%[46 µM] |
| COc1ccc(CC(=O)N2CCc3cc(OC)c(OC)cc3C2O)cc1OC (centres undefined) | 13% | . | . | 5% | 7% | 0.0% | . |
| CN(C)S(=O)(=O)N1CCC(CO)(CCc2ccccc2)CC1 | 3% | 2% | 8% | 9% | -3% | -0.4% | 16%[46 µM] |
| O=C(NC(=S)Nc1ccc(Cl)cc1)c1ccccc1 | ? | . | . | -3% | -8% | 1.5% | . |
| CC(C(=O)NC1CC1)c1ncc(C(F)(F)F)cc1Cl (centres undefined) | 8% | -1% | 2% | -9% | 1% | 1.1% | -4%[46 µM] |
| CCn1c(SCC(N)=O)nnc1-c1ccco1 | 2%[46.1 µM] | -2% | -13%[38.3 µM] | 7% | 3% | -0.9% | 3% |
| COCCNC(=O)/C(C#N)=c1\s/c(=C\c2ccccc2OC(F)F)c(=O)n1Cc1ccccc1 | 34% | . | -2% | 10% | 10% | ? | . |
| CCOC(=O)c1c(CN2CCC(C)CC2)oc2ccc(OC)cc12 | ? | -2% | -6%[38.3 µM] | 4% | -1% | 10% | ? |
| CC(OC(=O)c1ccc2c(=O)n3c(nc2c1)CCCCC3)C(=O)Nc1ccc(Cl)cn1 (centres undefined) | -12% | 1% | 18% | -3% | 7% | 1.1% | 6% |
| CC(c1ccccc1)n1cc(C(=O)NCc2ccncc2)nn1 (centres undefined) | -5%[46.1 µM] | 0% | -2%[38.3 µM] | -10% | 1% | -1.1% | 4% |
| Cc1cccc(OCCCn2ccnc2)c1 | 2%[46.1 µM] | 2% | 18%[38.3 µM] | 6% | 3% | 0.0% | -9% |
| COc1cc(NC(=O)N[C@H](C(=O)O)C(C)C)cc(OC)c1 | 3%[46.1 µM] | -1% | 0%[38.3 µM] | 11% | -1% | -0.4% | 7% |
| Cc1ccnc(NC(=O)c2c(-c3ccccc3Cl)noc2C)c1 | -7% | -5% | 10% | -2% | -1% | -1.1% | 2% |
| CCNC(=S)N1CCC(C(=O)c2ccc3c(c2)OCCO3)CC1 | 9% | 1% | 1% | -1% | -2% | -3.5% | . |
| COc1ccccc1C1CCN(Cc2cccc([N+](=O)[O-])c2)CC1 | 9% | . | . | 9% | -8% | -1.3% | . |
| CCOC(=O)c1sc(NC(=O)COC(=O)C(CCSC)NC(C)=O)nc1C (centres undefined) | 24% | -3% | 5% | 6% | -9% | 0.0% | -2% |
| O=c1cccc(-c2ccccc2)[nH]1 | -22%[46.1 µM] | 0% | 1%[38.3 µM] | -3% | -1% | 0.0% | 9% |
| CCc1ccc(NC(=S)N(CCN(C)C)C(C)c2ccncc2)cc1 (centres undefined) | -5% | 2% | 2% | 4% | -8% | -5.4% | . |
| COc1ccccc1NC(=O)CN1CCN(C2c3ccccc3-c3ccccc32)CC1 | ? | -6% | 23%[38.3 µM] | 16% | 0% | -1.1% | -15% |
| O=C(NNS(=O)(=O)c1ccccc1F)c1cccc(S(=O)(=O)N2CCOCC2)c1 | 6% | -2% | 6% | -5% | 3% | 3.2% | -7% |
| CC(C)CC(=O)Nc1ccc2oc(-c3cccnc3)nc2c1 | 1%[46.1 µM] | -5% | -14%[38.3 µM] | 9% | 4% | -0.2% | 6% |
| Cc1ccc(S(=O)(=O)Nc2cc(C(=O)NCCN3CCCC3)ccc2N2CCCCC2)cc1 | ? | -3% | -2%[38.3 µM] | -10% | -20% | 0.2% | 12%[0.0737 µM] |
| O=C(CNC(c1ccccc1)c1ccccc1)Nc1cc([N+](=O)[O-])ccc1Cl | -38% | 5% | 22% | 7% | 7% | -3.8% | ? |
| CC(C)CCn1nnnc1C(C(C)C)N1CCC(C(N)=O)CC1 (centres undefined) | -4%[46.1 µM] | -2% | 2% | 0% | 9% | 0.0% | 0% |
| C=CCN1CC2(c3ccccc3)CN(CC=C)CC(c3ccccc3)(C1)C2=O | 0% | -2% | -2% | -3% | 9% | 3.0% | ? |
| CCOc1ccc(C(CC(=O)O)NC(=O)C(Sc2ccccc2)c2ccccc2)cc1 (centres undefined) | -25% | 2% | -2% | -2% | -9% | 0.1% | 17%[9.22 µM] |
| Fc1ccc(NC(=S)Nc2ccccc2N2CCOCC2)cc1Cl | -13% | 2% | 0% | -6% | 3% | 0.0% | 3%[9.22 µM] |
| O=c1cc(CN2CCC3(CC2)OCCO3)c2c(ccc3ccccc32)o1 | -15%[46.1 µM] | 2% | 26%[38.3 µM] | -13% | 17% | 1.2% | -6% |
| Cc1cccc(NC(=O)c2ccc(OCC3CCCO3)cc2)c1C (centres undefined) | 1% | -1% | 4% | 1% | -6% | 0.0% | -6% |
| O=C(N/N=C/c1ccc(Cl)c([N+](=O)[O-])c1)c1ccc2nc[nH]c2c1 | -21%[46.1 µM] | -4% | -7%[38.3 µM] | 25% | 1% | 0.0% | -4% |
| N#CCC1c2ccccc2CCN1C(=O)Nc1ccc(C(F)(F)F)cc1 (centres undefined) | -22%[46.1 µM] | 7% | -1% | 3% | 10% | -0.9% | -12% |
| O=C(CN(C(=O)C1CSC(=O)C1)c1ccccc1F)NCc1ccc2c(c1)OCO2 (centres undefined) | 2%[46.1 µM] | 12% | -6%[38.3 µM] | 4% | 10% | 0.1% | -2% |
| O=C(CNC(=O)c1ccccc1)OCc1cc(=O)n2cc(Br)ccc2n1 | -5% | -3% | -24% | 2% | 4% | 1.1% | 1% |
| CCCCC(=O)OCC(=O)c1cc(C)n(-c2c(C)n(C)n(-c3ccccc3)c2=O)c1C | 1% | 2% | 8% | 5% | 6% | 1.8% | 9%[46 µM] |
| c1ccc(NC(=NCc2ccco2)c2ccccc2)cc1 | -10%[46.1 µM] | -4% | -1%[38.3 µM] | 9% | 7% | 0.0% | 1% |
| COCCn1c(=O)c(-c2cc(F)cc(F)c2)nc2cnc(N3CCNCC3)nc21 | . | 2% | 1% | ? | . | . | . |
| CCCCN1C(=O)/C(=C2/C=CC=CN2C)SC1=S | -4%[46.1 µM] | 2% | 44%[activator][38.3 µM] | -4% | -16% | 0.0% | -10% |
| C=CCOc1c(Br)cc(CNc2ccc(NC(=O)C(C)C)cc2)cc1OCC | -3% | 1% | -8% | -2% | 0% | -2.0% | -10% |
| CCCn1c(Nc2nc3ccccc3n2C)nc2ccccc21 | -19%[46.1 µM] | -7% | -3%[38.3 µM] | 0% | -20% | 12% | ? |
| O=C(c1ccc(-c2ccccc2)cc1)N1CCN(c2ncccn2)CC1 | -22%[46.1 µM] | 2% | 2% | 4% | 7% | 0.0% | -16% |
| CCC1(c2ccccc2)C(=O)NCNC1=O | 0% | 1% | 4%&-12%&-5%&-2%&1%&4%&0% | -7% | 1% | -2.5% | ? |
| CC(=O)Nc1cccc([N+](=O)[O-])c1 | -4% | 3% | -9% | -2% | 5% | 0.0% | . |
| COc1cccc(NC(=O)c2nnn(CCc3ccccc3)c2N)c1 | -5%[46.1 µM] | -5% | -1%[38.3 µM] | 4% | 1% | 0.1% | -16% |
| CC(=O)c1c(COC(=O)c2ccco2)nc2ccccc2[n+]1[O-] | 0%[46.1 µM] | -4% | 19%[38.3 µM] | -4% | -5% | -1.9% | 3% |
| CN(CCC#N)c1ncnc2scc(-c3ccccc3)c12 | -13%[46.1 µM] | 2% | 3%[38.3 µM] | 3% | 4% | -2.0% | ? |
| c1ccc2c(Nc3nncs3)c3ccccc3nc2c1 | 7% | . | . | 0% | 11% | -0.1% | . |
| O=C(NCCc1ccccc1)c1ccc(OCCOc2ccccc2)cc1 | -2%[46.1 µM] | 0% | -1%[38.3 µM] | -2% | -2% | 0.0% | -4% |
| NC(=O)c1ccc(NC(=O)COC(=O)CCCc2c[nH]c3ccccc23)cc1 | -4% | 0% | 1% | 2% | -4% | -0.4% | . |
| Cn1cc(Br)c(C(=O)Nc2c(F)c(F)c(F)c(F)c2F)n1 | 6% | -1% | -5% | 1% | 5% | 0.0% | -6% |
| COc1ccc(NCc2nnc(SCC(=O)Nc3cccc(C)c3)o2)cc1 | -5%[46.1 µM] | -4% | 8%[38.3 µM] | 1% | -7% | 0.0% | 10% |
| O=C(Nc1ccc(OC(F)(F)F)cc1)C1=NCCN1 | 14% | -6% | -3% | -9% | 6% | 5.0% | 2% |
| CCOC(=O)C1=C(C)c2ccccc2N(C(=O)OC)C1(C)C(=O)OCC (centres undefined) | . | -6%[39.9 µM] | 19% | 16%[119 µM] | -7%[89.1 µM] | ? | . |
| Cc1ccc(C(=O)NC(C(=O)Nc2cccc(S(N)(=O)=O)c2)C(C)C)cc1 (centres undefined) | -26% | . | . | 1% | 6% | -0.8% | . |
| COc1ccc2sc(C)[n+](C)c2c1 | 7% | . | 1% | -11% | -6% | -0.4% | . |
| CCCCN(CCCNc1ncnc2nc[nH]c12)c1ccccc1 | ? | -2% | 9% | 0% | -23% | -1.0% | ? |
| COc1ccc(C2=NN(C(=O)CSc3ncccn3)C(c3cccc(OC)c3OC)C2)cc1 (centres undefined) | -37% | 2% | 13% | 5% | -6% | -1.1% | -1%[9.22 µM] |

3 entries out of the list above, arranged by their value in CBFb RUNX1 block, smallest number first:
SMILES	CBFb RUNX1 block
Cc1cccc(NC(=O)c2ccc(OCC3CCCO3)cc2)c1C (centres undefined)	-6%
CCOC(=O)c1c(CN2CCC(C)CC2)oc2ccc(OC)cc12	-1%
CCn1c(SCC(N)=O)nnc1-c1ccco1	3%
